EWS-Fli inh – inhibitors of EWS/Fli oncoprotein transcriptional activity | A673 NR0B1-luciferase reporter, viability-normalised | 0.67% of 350,000 active | inhibition, % at 12.6 µM | AID 651661;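 active = mean inhibition of at least 50% after viability correction, with every replicate also passing that limit; inconclusive = mean reaches 50% but only one of two replicates passes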;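 also: firefly luciferase signal divided by Alamar Blue viability fluorescence both relative to DMSO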
DENV2 CPE – inhibitors of DENV2 cytopathic effect; DENV2-infected cells, cytopathic effect rescue, plate reader; CPE inhibition, % at 9.99 µM; 1.7% of 350,000 active; in the data active = CPE inhibition above about 20%, passing the limit was not always enough; inconclusive = no clear call, values can overlap the other calls; tested in BHK-21 cells;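 also: 0% = median of neutral control wells and 100% = median of positive control wells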
PAX8 inh HTS – PAX8 transcriptional activity inhibition; RMG-I TPO-luciferase reporter, SteadyGlo, 24 h; inhibition, % at 12.6 µM; 1.2% of 360,000 active; AID 652154;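 active = mean replicate inhibition at least 60% with every replicate also reaching 60%; inconclusive = only one of the two criteria is met; inactive = mean below 60% and not all replicates reaching 60%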;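 also: luciferase light reporting Pax8 driven TPO promoter activity; plate controls were median of neutral control wells for no effect and mitoxantrone controls for full effect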
XiGFP reactiv – reactivates the inactive X chromosome in mouse fibroblasts; XiGFP mouse fibroblasts, % GFP-positive cells imaging, 3 d; cells co-treated with 5-aza-dC sensitizer; scaled so ellipticine positive control = 100%; activation, % at 7.58 µM; AID 743238; 0.055% of 360,000 active;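 active = mean normalized replicate activation at least 10% and every replicate at or above 10%; inconclusive = only one of the two criteria met; inactive = mean below 10% and not all replicates reach 10%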;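 also: 0% = median of on-plate neutral control wells and 100% = ellipticine 6 µM median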
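Assay system: SV40-immortalized XiGFP fibroblast cells, line 68-5-11; buffer or medium: DMEM plus 5-aza-dC sensitizer; compound: one concentration, pinned; timing: compounds 3 days, fix/stain 15 min at room temperature; benchmarks: positive control ellipticine, 6 µM final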
ARNT TACC3 PPI – disrupts binding between human ARNT and TACC3; 0.66% of 390,000 active; AlphaScreen His-ARNT PAS-B/GST-TACC3 binding, luminescence; TACC3 fragment carries E629A point mutation; AID 623870; inhibition, % at 9.99 µM;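 active = mean inhibition of replicates at least 50% and at least half of replicates each reaching 50%; inconclusive = half or more replicates reach 50% but mean below 50%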;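 also: 0% = complete ARNT plus TACC3 wells and 100% = ARNT alone without TACC3; many hits fall short of the cut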
ERp5 inh – ERp5 (human) disulfide isomerase inhibition; ERp5 insulin aggregation, absorbance 650 nm, 90 min; inhibition, % at 9.99 µM; 0.05% of 350,000 active; AID 651711;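 active = mean replicate inhibition above about 25%, with every replicate also reaching it, limit read from the data, passing the limit was not always enough; inconclusive = only one of those two criteria met; inactive = neither criterion met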
Target sequence (Q15084 whole entry, looked up): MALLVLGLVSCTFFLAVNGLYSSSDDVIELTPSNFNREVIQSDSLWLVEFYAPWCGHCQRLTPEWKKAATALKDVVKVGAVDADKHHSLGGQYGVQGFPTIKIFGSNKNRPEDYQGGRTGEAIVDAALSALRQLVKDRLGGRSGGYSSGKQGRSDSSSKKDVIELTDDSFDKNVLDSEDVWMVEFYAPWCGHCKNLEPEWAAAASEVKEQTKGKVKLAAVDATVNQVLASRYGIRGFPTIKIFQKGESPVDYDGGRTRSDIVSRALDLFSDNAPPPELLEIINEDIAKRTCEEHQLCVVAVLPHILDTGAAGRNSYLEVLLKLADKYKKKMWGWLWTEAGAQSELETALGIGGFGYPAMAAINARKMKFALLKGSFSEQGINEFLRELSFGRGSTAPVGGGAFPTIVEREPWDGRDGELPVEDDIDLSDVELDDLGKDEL
INS-1E GSIS act – primary screen for activators of insulin secretion dependent on glucose, INS-1E cells, GLuc reporter luminescence; 0.61% of 370,000 active; activation, % at 16.6 µM; INS-1E GLuc reporter insulin secretion, 2-3 h; AID 743287;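 active = lowest replicate activation of at least 40%, so every replicate reaches that level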;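 also: 0% = median of neutral control wells and 100% = median of IBMX positive control wells; some compounds called inactive have numbers as strong as hits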
F508del corr – correctors of CFTR F508del function in bronchial epithelial cells | CFBE cells, YFP halide quenching; stimulated with forskolin plus potentiator P3; % fluorescence drop versus neutral controls | activity (quench increase), % at 7.58 µM | 0.36% of 350,000 active | AID 720511;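 active = mean added fluorescence quench of at least 8% versus neutral control, with both replicates also reaching 8%; inconclusive = only one of the mean or replicate conditions met; inactive = mean below 8% and not both replicates reaching 8%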;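 also: cells transiently co-express mutant CFTR-F508del with the halide-sensitive YFP; corrector assay measuring rescue of mutant channel to the surface after 24 h compound exposure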
Active calls of the source: *; & = joins results of further samples.

What do the screens show for `Cn1nnnc1SC(C(=O)Nc1ccc(F)cc1)c1ccccc1` (stereo not drawn)?
EWS-Fli inh: 1; DENV2 CPE: -3; PAX8 inh HTS: -10; XiGFP reactiv: 0.3; ARNT TACC3 PPI: -27; ERp5 inh: 1; INS-1E GSIS act: -15; F508del corr: -0.3

How did CC12CC3CC(C)(C1)CC(C(O)CN1CCOCC1)(C3)C2 (stereo not drawn) do in these assays?
EWS-Fli inh: 5; DENV2 CPE: 8; PAX8 inh HTS: -12; XiGFP reactiv: 0.0; ARNT TACC3 PPI: -2; ERp5 inh: 1; INS-1E GSIS act: 25; F508del corr: -1.8

Results for C[C@@H]1CN([C@H](C)CO)C(=O)Cc2cc(NC(=O)Nc3cccc4ccccc34)ccc2O[C@@H]1CN(C)C(=O)NC1CCCCC1 ?
EWS-Fli inh: 10; DENV2 CPE: 22*; PAX8 inh HTS: -2; ARNT TACC3 PPI: 0; ERp5 inh: 0; F508del corr: 1.3

What do the screens show for `CNc1cncc(-c2cccc(C(=O)NC3CC3)c2)n1`?
EWS-Fli inh: -18; DENV2 CPE: -4; PAX8 inh HTS: -37; XiGFP reactiv: 0.0; ERp5 inh: -6; INS-1E GSIS act: 16; F508del corr: 1.7

How did O=C(C1CCCN(Cc2ccc([N+](=O)[O-])cc2)C1)N1CCCCC1 (stereo not drawn) do in these assays?
EWS-Fli inh: 10; DENV2 CPE: -6; PAX8 inh HTS: 6; XiGFP reactiv: 0.0; ARNT TACC3 PPI: -5; ERp5 inh: -6; INS-1E GSIS act: 0; F508del corr: 0.2

What do the screens show for `C[C@@H]1CCCCO[C@@H](CN(C)C(=O)NC2CCCCC2)[C@H](C)CN([C@H](C)CO)C(=O)c2cc(NS(=O)(=O)c3cn(C)cn3)ccc2O1`?
EWS-Fli inh: -4; DENV2 CPE: 19; PAX8 inh HTS: -15; XiGFP reactiv: -1.1; ARNT TACC3 PPI: -4; ERp5 inh: 0; INS-1E GSIS act: 0; F508del corr: -2.6

Results for O=c1[nH]c(O)c(/C=C2\C=Nc3ccc(Br)cc32)[nH]1 ?
EWS-Fli inh: 34; DENV2 CPE: 15; PAX8 inh HTS: 11; XiGFP reactiv: 0.0; ARNT TACC3 PPI: -1; ERp5 inh: 1; INS-1E GSIS act: -6; F508del corr: 3.1

What do the screens show for `CCOC(=O)c1ccc(NNC(C)=O)c([N+](=O)[O-])c1`?
EWS-Fli inh: 4; DENV2 CPE: -2; PAX8 inh HTS: 17; XiGFP reactiv: 0.0; ARNT TACC3 PPI: -6; ERp5 inh: 2; INS-1E GSIS act: -7; F508del corr: -0.4

How did COC(=O)[C@@]12C[C@@H](CC(=O)NCc3ccccc3)C(=O)N(CCc3ccc(OC)c(OC)c3)C1=CCC(C)(C)C2 do in these assays?
EWS-Fli inh: -5; DENV2 CPE: -6; PAX8 inh HTS: 4; XiGFP reactiv: 0.2; ERp5 inh: 3; F508del corr: 1.7

How did N#CC1C(=O)NC(=O)C(C#N)C12CCCc1sccc12 (stereo not drawn) do in these assays?
EWS-Fli inh: 10; DENV2 CPE: -7; PAX8 inh HTS: -6; XiGFP reactiv: 0.1; ERp5 inh: -3; INS-1E GSIS act: 17; F508del corr: -3.2

What do the screens show for `CO[C@H]1CN(C)C(=O)c2ccc(NC(=O)C3CC3)cc2OC[C@@H](C)N(Cc2nccs2)C[C@@H]1C`?
EWS-Fli inh: -5; DENV2 CPE: 3; PAX8 inh HTS: -14; XiGFP reactiv: -0.1; ARNT TACC3 PPI: -14; ERp5 inh: -3; INS-1E GSIS act: -4; F508del corr: -1.9

How did CCCN(C)C[C@@H]1OCCCC[C@@H](C)Oc2ccc(NC(=O)Nc3ccc4c(c3)OCO4)cc2C(=O)N([C@H](C)CO)C[C@H]1C do in these assays?
EWS-Fli inh: -8; DENV2 CPE: -13; PAX8 inh HTS: 49; XiGFP reactiv: 0.0; ARNT TACC3 PPI: 40; ERp5 inh: -4; INS-1E GSIS act: 5; F508del corr: -1.7

How did CCC(=O)NCCCNc1nc2c(C)cccc2cc1C#N do in these assays?
EWS-Fli inh: 7; DENV2 CPE: -3; PAX8 inh HTS: -4; XiGFP reactiv: 0.0; ARNT TACC3 PPI: 0; ERp5 inh: 5; INS-1E GSIS act: -10; F508del corr: -2.5

What do the screens show for `CCc1ccc(Nc2ccc(S(=O)(=O)N3CCOCC3)cc2[N+](=O)[O-])cc1`?
PAX8 inh HTS: -3; XiGFP reactiv: 0.0; ARNT TACC3 PPI: 4; INS-1E GSIS act: -38

Results for CC1C=NC(S(=O)(=O)N2CC[C@@H]3[C@H](CO)N(C)c4ccc(-c5cccc(F)c5)cc4[C@@H]32)=N1 (stereo partly drawn) ?
EWS-Fli inh: 5; DENV2 CPE: -2; PAX8 inh HTS: 2; XiGFP reactiv: 0.1; ARNT TACC3 PPI: -4; ERp5 inh: -5; INS-1E GSIS act: 8; F508del corr: 3.4

How did Cc1ccc(S(=O)(=O)n2c([N+](=O)[O-])cnc2C)c(C)c1C do in these assays?
PAX8 inh HTS: 7; XiGFP reactiv: 0.2; ARNT TACC3 PPI: -3; INS-1E GSIS act: 25

How did O=C(O)CCNC(=O)/C(=C/C=C/c1ccccc1)NC(=O)c1ccccc1 do in these assays?
EWS-Fli inh: 10; DENV2 CPE: -7; PAX8 inh HTS: 8; XiGFP reactiv: 0.0; ERp5 inh: -1; INS-1E GSIS act: -2; F508del corr: -3.3

Results for COCC(=O)N(C)C[C@@H]1Oc2cc(C#Cc3ccccc3)ccc2S(=O)(=O)N([C@H](C)CO)C[C@H]1C ?
EWS-Fli inh: -7; DENV2 CPE: -3; XiGFP reactiv: 0.0; ARNT TACC3 PPI: 0; ERp5 inh: -5; INS-1E GSIS act: -27; F508del corr: -3.0

What do the screens show for `CC(C)Cc1nnc(NC(=O)CCC(=O)N2CCN(c3ccc(Cl)cc3)CC2)s1`?
EWS-Fli inh: -3; DENV2 CPE: -4; PAX8 inh HTS: 6; XiGFP reactiv: 0.2; ARNT TACC3 PPI: -8; ERp5 inh: 8; INS-1E GSIS act: 2; F508del corr: -0.8

How did Fc1cccc(CN2[C@@H]3CNC[C@H]2C3c2ccc(-c3cccc(F)c3)cc2)c1 (stereo partly drawn) do in these assays?
EWS-Fli inh: 19; DENV2 CPE: 5&1; PAX8 inh HTS: 0; XiGFP reactiv: 0.3&0.1; ERp5 inh: -3&1; INS-1E GSIS act: -4&-5; F508del corr: -5.4&0.0

How did CC1(C)NC(C(=O)O)Cc2c1[nH]c1ccccc21 (stereo not drawn) do in these assays?
EWS-Fli inh: 11; DENV2 CPE: -4; PAX8 inh HTS: 22; XiGFP reactiv: 0.0; ARNT TACC3 PPI: -2; ERp5 inh: 3; INS-1E GSIS act: -4; F508del corr: 3.8

How did C[C@H]1CN([C@@H](C)CO)C(=O)c2cccc(NC(=O)C3CC3)c2O[C@H]1CN(C)S(=O)(=O)c1ccccc1 do in these assays?
EWS-Fli inh: -7&2; DENV2 CPE: -3&18; PAX8 inh HTS: 3; XiGFP reactiv: 0.3&0.0; ARNT TACC3 PPI: 1&-5; ERp5 inh: 1&-6; INS-1E GSIS act: 23&-6; F508del corr: -1.7&-3.8

Results for CN(C)c1nc(N)c(C(=O)N=C(N)N)nc1Cl ?
EWS-Fli inh: 1; DENV2 CPE: -6; PAX8 inh HTS: 10; XiGFP reactiv: 0.0; ARNT TACC3 PPI: 0; ERp5 inh: 5; F508del corr: 2.5

What do the screens show for `CCCCC(=O)Nc1ccc(C(=O)NNC(=O)c2ccccc2Br)cc1`?
EWS-Fli inh: 1; DENV2 CPE: 10; ARNT TACC3 PPI: -4; ERp5 inh: -5; INS-1E GSIS act: 3; F508del corr: 2.0

What do the screens show for `O=C(CNC(=O)N1CC(=O)Nc2ccccc21)Nc1ccc(Br)cc1F`?
EWS-Fli inh: 0; DENV2 CPE: -9; PAX8 inh HTS: -9; XiGFP reactiv: 0.2; ERp5 inh: -2; INS-1E GSIS act: -1; F508del corr: -2.7

Results for O=C(CSc1nnc(-c2ccccc2)c(-c2ccccc2)n1)Nc1ccc(Br)cn1 ?
EWS-Fli inh: 10; DENV2 CPE: 0; PAX8 inh HTS: 9; XiGFP reactiv: 0.0; ARNT TACC3 PPI: 0; ERp5 inh: 5; INS-1E GSIS act: -20

What do the screens show for `O=C(Nc1ccnn1C1CCN(Cc2c[nH]c3ccccc23)CC1)c1ccccc1`?
EWS-Fli inh: 17; DENV2 CPE: -6; PAX8 inh HTS: 6; XiGFP reactiv: 0.2; ARNT TACC3 PPI: 7; ERp5 inh: 1; INS-1E GSIS act: -3; F508del corr: 0.6

Results for CCOc1ccccc1C(=O)NCC(=O)NCC(c1ccco1)N1CCCCC1 (stereo not drawn) ?
EWS-Fli inh: 1; DENV2 CPE: 4; PAX8 inh HTS: -4; XiGFP reactiv: 0.0; ERp5 inh: -7; INS-1E GSIS act: -10; F508del corr: -1.9

Results for CCS(=O)(=O)N1CCCC(C(=O)NCCc2ccc(C)cc2)C1 (stereo not drawn) ?
PAX8 inh HTS: -8; XiGFP reactiv: 0.4; ARNT TACC3 PPI: -9; INS-1E GSIS act: 3

Results for CC(=O)N1CCN=C1SCc1cccc(Cl)c1 ?
EWS-Fli inh: -13; DENV2 CPE: 1; PAX8 inh HTS: -12; XiGFP reactiv: 0.3; ARNT TACC3 PPI: 2; ERp5 inh: -2; F508del corr: 1.6

Results for Cc1ccc(SCC(=O)NC2CC3CCC(C2)N3C)cc1 (stereo not drawn) ?
EWS-Fli inh: -8; DENV2 CPE: 2; PAX8 inh HTS: 12; XiGFP reactiv: -0.1; ARNT TACC3 PPI: -8; ERp5 inh: 4; INS-1E GSIS act: -9; F508del corr: -0.4

How did Cc1cc(NC(=O)CSc2nccn2-c2cccc(Cl)c2)no1 do in these assays?
EWS-Fli inh: -1; DENV2 CPE: 12; PAX8 inh HTS: 6; XiGFP reactiv: 0.0; ARNT TACC3 PPI: 7; ERp5 inh: -2; INS-1E GSIS act: 47; F508del corr: -1.9

Results for O=C(O)COc1ccccc1/C=N/Nc1ccc(S(=O)(=O)Nc2ccc(Cl)cc2)cc1[N+](=O)[O-] ?
EWS-Fli inh: 5; DENV2 CPE: 3; PAX8 inh HTS: 8; XiGFP reactiv: -0.1; ARNT TACC3 PPI: 17; ERp5 inh: 2; INS-1E GSIS act: 6; F508del corr: -0.3

How did CC(C)(C)[S@](=O)N1Cc2cc(C(=O)NCCN3CCCCC3)nc(-c3cccc(-c4cccc(C#N)c4)c3)c2[C@@H]1CCO do in these assays?
EWS-Fli inh: -19; DENV2 CPE: 7; PAX8 inh HTS: -5; XiGFP reactiv: -0.1; ARNT TACC3 PPI: 29; ERp5 inh: -2; INS-1E GSIS act: -1; F508del corr: 1.7

How did CNC(=O)c1cccnc1Nc1cccc(C(F)(F)F)c1 do in these assays?
EWS-Fli inh: -17; DENV2 CPE: -8; PAX8 inh HTS: -44; XiGFP reactiv: 0.0; ARNT TACC3 PPI: -9; ERp5 inh: 3; INS-1E GSIS act: 11; F508del corr: -1.0

How did COc1ccc2[nH]cc(CCNC(=O)C3CCCCC3)c2c1 do in these assays?
EWS-Fli inh: 3; DENV2 CPE: 12; PAX8 inh HTS: 16; XiGFP reactiv: 0.3; ARNT TACC3 PPI: 0; ERp5 inh: 4; INS-1E GSIS act: 4; F508del corr: -1.0

What do the screens show for `CCCCCCSc1cccc(-c2nc3ccc(C)cn3c2NCc2ccccc2)c1`?
EWS-Fli inh: -5; DENV2 CPE: inconclusive; PAX8 inh HTS: -88; XiGFP reactiv: -0.2; ARNT TACC3 PPI: 1; ERp5 inh: 3; INS-1E GSIS act: -21; F508del corr: -1.5
